Screening data: PubChem BioAssay, National Center for Advancing Translational Sciences (NCATS)
JMJD2A Tudor = blocks the human JMJD2A Tudor domain; O75164; AlphaScreen JMJD2A-Tudor / H3K4me3 peptide binding; Potency, µM (highest dose often 114 µM), inactives show at the top dose activity change, negative = inhibition, most hits filed as inhibitors; hit rate 4.4% among 390,000; AID 504339; note: potency is the fitted concentration of half-maximal effect; % is set by controls: 0 for no effect and ±100 for the full control effect; nearly all actives have a fitted effect of over 50% in size
HP1b chromo inh = blocks HP1-beta chromodomain binding to methylated histone tails; P83916; AlphaScreen HP1-beta / biotin-H3K9me3 peptide binding; Potency, µM (doses to about 114 µM), without a hit: at the highest dose activity change, negative = inhibition, actives largely listed as inhibitors; hit rate 0.56% among 390,000; AID 540317; note: potency is the fitted concentration of half-maximal effect; nearly all actives have a fitted effect of over 70% in size; inactives centre near 23
Target sequence (P83916 whole entry, looked up): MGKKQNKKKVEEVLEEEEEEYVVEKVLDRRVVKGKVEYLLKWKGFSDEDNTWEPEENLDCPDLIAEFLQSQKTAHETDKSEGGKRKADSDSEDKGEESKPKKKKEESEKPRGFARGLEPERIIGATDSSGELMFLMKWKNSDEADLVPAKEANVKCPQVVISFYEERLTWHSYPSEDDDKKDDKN
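Compound inhibition of the preformed complex between 50 nM HP1-beta and 50 nM biotinylated H3K9me3 peptide was read by AlphaScreen. Buffer was PBS pH 7.4 with 0.01% Tween-20. Incubations ran 30 min at room temperature, with 10 ug/mL donor/acceptor beads.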
PI4K2A inh = blocks human PI4K2A kinase activity | hit rate 0.13% among 420,000 | AID 1346378 | purified PI4K2A, ADP-Glo luminescence, 1 h; stronger effect = lower value | activity change, negative = inhibition, % at 76.9 µM; in the data active = activity change below about -50%; inconclusive = mostly about -30% to -49%;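 note: -100% = wells without enzyme as full effect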
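In this quantitative HTS, ADP production by PI4K2A was quantified luminescently after 1 h at ambient temperature; 100 microM adenosine served as plate-quality control.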
BAZ2B inh = BAZ2B (human) inhibition; Q9UIF8; AlphaScreen BAZ2B-H3K14Ac peptide displacement; hit rate 4.4% among 360,000; Potency, µM (titrated, usually from 114 µM), inactives show at the top dose activity change, negative = inhibition, most hits filed as inhibitors; note: potency is the fitted concentration of half-maximal effect; % is set by controls: 0 for no effect and ±100 for the full control effect; nearly all actives have a fitted effect of over 60% in size
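AlphaScreen luminescence quantifies BAZ2B engagement of H3K14Ac peptide; the protein and biotinylated peptide are both at 50 nM final, buffer PBS pH 7.4 with 0.01% Tween-20, all steps at room temperature.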
ERG-DNA inh = blocks human ERG Ets domain binding to DNA. P11308. fluorescence polarization, His-ERG Ets domain / labelled DNA. Potency, µM (highest dose often 76.9 µM), for inactives: at the highest dose FP activity, negative = inhibition, usual class: inhibitors. hit rate 0.028% among 370,000. AID 624246; active = well fitted inhibition curve with a large enough effect in the polarisation, with a control signal flat; inconclusive = small, poorly fitted or top-dose-only effect, or effect the other way, or a change in a side signal; inactive = no such curve, though single readings can be large or run the other way; the % refers to the polarisation;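 note: polarization taken with two DNA probes labelled with fluorescein and Texas red; potency is the fitted concentration of half-maximal effect; % of control where 0% means no effect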
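His-tagged ERG Ets domain (1 uM in the protein solution; 300mM KCl, 50mM Tris-HCl, 1mM EDTA, 1mM DTT, pH 7.5) received compound, then a probe mix of 5 nM fluorescein-DNA and 100nM Texas-615-DNA. Fluorescence polarization was read for both dyes.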
PGK inhibitor = inhibitors of T. brucei phosphoglycerate kinase; PGK/GAPDH coupled, Kinase-Glo luminescence, 60 min; AID 602233; Potency, µM (highest dose often 57.5 µM), for the others: at the highest dose activity change, negative = inhibition, hits mostly inhibitors; hit rate 0.043% among 380,000; note: potency is the fitted concentration of half-maximal effect; % is set by controls: 0 for no effect and ±100 for the full control effect; nearly all actives have a fitted effect of over 60% in size
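Luminescent ATP detection (Kinase-Glo Plus) follows a 60-minute room-temperature incubation, with wells lacking PGK as controls. Buffer: 100 mM TEA (pH 7.6), 5 mM MgCl2, 0.01% Tween-20. Coupling enzyme GAPDH (100 nM final) supplies unstable 1,3-BPG in-well.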
GLS inhibitor = blocks human kidney-isoform glutaminase activity; GLS enzymatic activity, qHTS titration; Potency, µM (series often up to 45.5 µM), for the others: at the top dose activity change, negative = inhibition, actives largely listed as inhibitors; AID 624170; O94925; hit rate 0.21% among 410,000; note: potency is the fitted concentration of half-maximal effect; % is set by controls: 0 for no effect and ±100 for the full control effect
Target sequence (O94925 whole entry, looked up, canonical isoform): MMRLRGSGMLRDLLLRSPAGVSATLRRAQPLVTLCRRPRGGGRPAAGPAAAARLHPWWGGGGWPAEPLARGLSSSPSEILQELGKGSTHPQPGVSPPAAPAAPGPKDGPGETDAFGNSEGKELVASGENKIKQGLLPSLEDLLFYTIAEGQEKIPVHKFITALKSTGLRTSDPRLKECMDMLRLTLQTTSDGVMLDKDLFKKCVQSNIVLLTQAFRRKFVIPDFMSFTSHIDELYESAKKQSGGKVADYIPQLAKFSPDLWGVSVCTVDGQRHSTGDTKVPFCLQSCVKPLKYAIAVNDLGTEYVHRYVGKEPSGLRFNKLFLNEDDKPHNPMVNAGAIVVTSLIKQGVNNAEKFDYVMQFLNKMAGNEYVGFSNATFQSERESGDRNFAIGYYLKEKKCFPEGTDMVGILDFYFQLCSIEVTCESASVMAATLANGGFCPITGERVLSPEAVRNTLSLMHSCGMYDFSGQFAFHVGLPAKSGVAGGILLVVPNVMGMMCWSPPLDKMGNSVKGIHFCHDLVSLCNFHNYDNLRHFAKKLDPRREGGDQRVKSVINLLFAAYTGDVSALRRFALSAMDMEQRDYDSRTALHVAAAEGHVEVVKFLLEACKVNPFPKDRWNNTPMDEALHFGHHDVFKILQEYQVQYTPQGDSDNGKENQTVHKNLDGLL
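Read-out is an Amplex red fluorescence increase coupled through glutamate oxidase and HRP, measured before and after 30 min room-temperature incubation. hKGA is in 45 mM KH2PO4 (pH 8.2) with 0.02% Tween-20; glutamine added as 1mM solution.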
G9a block = inhibitors of human histone lysine methyltransferase G9a | Q96KQ7 | G9a H3K9 monomethylation, AlphaScreen, 2 h | Potency, µM (highest dose often 102 µM), for inactives: top-dose activity, negative = inhibition, usual class: inhibitors | hit rate 8.8% among 350,000 | AID 504332; note: potency is the fitted concentration of half-maximal effect; % is set by controls: 0 for no effect and ±100 for the full control effect; nearly all actives have a fitted effect of over 75% in size
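G9a (20 nM) preincubated 15 min RT with compounds, then 500 nM biotinylated H3K9 peptide and 20 uM SAM added; 2 h RT reaction. Monomethyl-H3K9 product detected by AlphaScreen with anti-H3K9me1 antibody, streptavidin donor and anti-rabbit IgG acceptor beads.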
Pin1 inh = blocks the human prolyl isomerase Pin1. Q13526. Pin1 FP peptide displacement, HiFluor488, 10 min. Potency, µM (titrated, usually from 115 µM), inactives show at the highest dose activity, negative = inhibition, most hits filed as inhibitors. hit rate 0.009% among 390,000; active = well fitted inhibition curve with a large enough effect in the polarisation, with a control signal flat, not every such curve was filed as active; inconclusive = small, poorly fitted or top-dose-only effect, or effect the other way, or a change in a side signal; inactive = no such curve, though single readings can be large or run the other way; the % refers to the polarisation; note: potency is the fitted concentration of half-maximal effect; % is set by controls: 0 for no effect and ±100 for the full control effect
Target sequence (Q13526 whole entry, looked up): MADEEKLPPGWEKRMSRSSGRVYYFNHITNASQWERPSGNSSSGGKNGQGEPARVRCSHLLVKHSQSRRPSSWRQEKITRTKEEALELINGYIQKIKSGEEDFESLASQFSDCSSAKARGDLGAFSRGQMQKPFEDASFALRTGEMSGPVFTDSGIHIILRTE
Starred values were filed as active, the others as inactive; i = inactive; u = inconclusive; x = no result given; [ ] = remark or other dose. Unless noted, calls come from the whole dose curve; as a rule, active = well fitted curve in the direction sought with a large enough effect; inconclusive = small, poorly fitted or top-dose-only effect, or another doubt; inactive = no such curve, though single readings can be large; an effect the other way counts as inactive or inconclusive.

| JMJD2A Tudor | HP1b chromo inh | PI4K2A inh | BAZ2B inh | ERG-DNA inh | PGK inhibitor | GLS inhibitor | G9a block | Pin1 inh | SMILES |
| --- | --- | --- | --- | --- | --- | --- | --- | --- | --- |
| 5% | 46%[activator] | -7 | 6% | -2% | 3% | 10% | 13%[12.7 µM] | 1% | Cc1ccnc(Sc2ncccc2[N+](=O)[O-])n1 |
| 32µM* | 2% | -10 | 4% | -9% | -8% | 6% | 10µM* | -3% | CCN(CC)S(=O)(=O)c1ccc2c(c1)nc(-c1ccccn1)n2C |
| u | 29% | 2 | -5% | -14% | -7% | 0% | 6%[59 µM] | 6% | CCc1nc(SCC(=O)NCc2ccco2)c2c3c(sc2n1)CCCC3 |
| u | u | 9 | 0% | -3% | 8% | 12% | u | 6% | Cc1cc(OC(C)C(=O)N/N=C/CC(C)c2ccccc2)ccc1Cl (stereo unspecified) |
| -14% | 5% | -7 | -33% | 9% | -19% | -1% | -12%[59 µM] | 4% | C/C(=N\NC(=S)Nc1c(C)cccc1C)c1cc2ccccc2o1 |
| -6% | 27% | -1 | x | -3% | -3% | 3% | x | -1% | CNC(=O)[C@@]1(Cc2ccccc2)C=C[C@@H](C)N1C(C)=O |
| -23% | -2% | -1 | u | 0% | i | 0% | 35µM* | -13% | O=C(NNc1c2ccccc2nc2ccccc12)c1ccc(Cl)cc1 |
| 10%[57.1 µM] | 36% | 0 | 10% | -3% | 2% | 13% | 9%[59 µM] | -8% | O=S(=O)(NC1CCCCC1Sc1ncccn1)c1ccccc1 (stereo unspecified) |
| 19% | 46% | 2 | 5% | -7% | -3% | -13% | 114%[activator][59 µM] | 24% | O=C(c1cnc(-c2ccccc2)s1)c1ccc(Cl)cc1Cl |
| -12% | 13% | -1 | -12% | 1% | -10% | -16% | -7% | 2% | CCOC(=O)C1=C(COC(=O)Cc2ccccc2)NC(=O)NC1C (stereo unspecified) |
| 7% | 46%[activator] | 2 | -10% | 2% | i | 2% | -1% | 0% | Cn1ncc(Br)c1NC(=O)Nc1ccc(Cl)cc1 |
| -15% | -2% | 0 | -13% | 2% | -4% | -10% | -11% | -4% | Cc1c(C)c(C)c(C(=O)c2ccc(NC(=O)c3ccccc3C(=O)O)cc2)c(C)c1C |
| -19% | 10% | 4 | u | 12% | -3% | -6% | u | 16% | Cc1cccc(-c2nn(-c3ccccc3)cc2C(=O)NCC(c2cccs2)N2CCOCC2)c1 (stereo unspecified) |
| -14% | 50%[activator] | 7 | -11% | 0% | i | 1% | -27%[59 µM] | u | COc1ccc(N2CCN(c3ccc(-c4nc(-c5cccc(C)c5)no4)cc3[N+](=O)[O-])CC2)cc1 |
| -23% | 17% | -1 | -2% | 3% | -1% | 2% | 2% | 8% | CC(C)N(Cc1nc(-c2ccccc2)no1)C(=O)CN(C)S(=O)(=O)c1ccc(Br)cc1 |
| -12% | 36% | 0 | -28% | -8% | -12% | -11% | 8%[59 µM] | 0% | COc1ccc(/C(=N\O)c2nccc3cc(OC)c(OC)cc23)cc1OC |
| -11% | 29% | -6 | 2% | 16% | 0% | 4% | 0%[59 µM] | 13% | CCOC(=O)c1sc2ncn(CC(=O)Nc3ccc(C)cc3Br)c(=O)c2c1C |
| 7% | 26% | -3 | -3% | -17% | -4% | 1% | 3%[59 µM] | 6% | Clc1ccc(-c2nnc3n2CCCC3)cc1 |
| -10% | 17% | 6 | -5% | 6% | -5% | 0% | 5% | 3% | Cc1ccccc1NC(=O)Cc1nc(CSc2nnc(C3CCCCC3)n2N)cs1 |
| -9% | 37% | -2 | -29% | 0% | 12% | -6% | 7%[59 µM] | -5% | COc1ccc(NC(=O)CC2NCCNC2=O)c(OC)c1 (stereo unspecified) |
| 1% | 6% | -4 | 1% | 0% | -4% | 0% | 27% | 0% | CC(=O)Nc1ccc(NC=C(C#N)C#N)cc1 |
| 45µM* | -10% | 4 | 50µM* | 1% | -9% | -4% | -36%[0.501 µM] | -8% | CCN(CC)CCCN(C(=O)c1ccccc1C)c1nc(-c2ccc(OC)cc2)cs1 |
| -31% | 25% | -1 | u | 1% | -2% | 3% | 50µM* | u | COc1ccc(Cl)cc1S(=O)(=O)n1nnc2ccccc21 |
| 63%[activator] | 107%[activator] | -1 | u | -1% | 3% | 17% | x | 6% | Cc1ccc(N2C(=O)C(Cl)=C(N3CCCCCC3)C2=O)cc1 |
| -10% | 29% | -1 | -4% | 3% | -2% | 1% | x | -7% | COc1ccc(-c2nonc2NC(=O)c2ccco2)cc1OC |
| -11% | 29% | 3 | -5% | 0% | -3% | 7% | 12% | 2% | CC(=O)C1=C(C)NC2=C(C(=O)CC(C)(C)C2)C1C (stereo unspecified) |
| -2% | 40%[activator] | 5 | 4% | 8% | -1% | 34%[activator] | 47%[activator] | 14% | O=C(CN1CCCCC1)N1CCN(c2ccccc2)CC1 |
| -1% | 31% | -4 | 2% | x | -3% | 8% | -11%[59 µM] | -6% | Cn1c(CCNC(=O)c2ccccc2)nc2ccccc21 |
| -12% | 59%[activator] | 2 | -37% | -4% | 1% | 0% | -4% | -3% | COc1ccc(C(=O)NCc2cc(C)nc3ccccc23)cc1 |
| -10% | 38% | 0 | u | -7% | -9% | 16% | x | 0% | CCOc1ccccc1NC(=O)NNC(=O)c1ccc2ccccc2c1 |
| -17% | 20% | -7 | -13% | 11% | -3% | 5% | -1% | -4% | O=C(CCNC(=O)C1CCN(S(=O)(=O)c2ccccc2)CC1)Nc1cccc(C(F)(F)F)c1 |
| -7% | 62%[activator] | 0 | -2% | 14% | i | -16% | x | 6% | CC(C)N(Cc1nccn1C)C(=O)c1ccc2oc(Cc3ccccc3)nc2c1 |
| u | u | -1 | -10% | -7% | 0% | 37%[activator] | -16%[59 µM] | -6% | COc1ccc(NC(=S)Nc2ccccc2OC)c(OC)c1 |
| -9% | 37% | -1 | x | 1% | -2% | -2% | x | -7% | COC(C[C@@H]1O[C@H]1C(=O)COCc1ccccc1)OC |
| 11% | u | 1 | u | 2% | i | 7% | u | 8% | CCN(Cc1nc(-c2ccc(OC)cc2)oc1C)S(=O)(=O)c1ccc(C)cc1 |
| -13% | 14% | 1 | -21% | -9% | -1% | 2% | 0% | 3% | CC(NC(=O)CNC(=S)N(Cc1ccccc1)Cc1cccnc1)c1ccccc1 (stereo unspecified) |
| 25µM* | -10% | -6 | 6% | -10% | 15% | -18% | -40% | -6% | CCNC(=O)C1CCN(S(=O)(=O)c2ccc(F)cc2)CC1 |
| -4% | 24% | 1 | 4% | -2% | -3% | 15% | 10%[59 µM] | -2% | Cc1c(C(=O)NCc2ccc3c(c2)OCO3)oc2ccccc12 |
| -29% | 33%[activator] | -1 | 42%[activator] | 3% | -4% | 6% | -32%[2.33 µM] | -1% | COc1cccc(C(=O)N2CCN(C(=O)c3cccs3)CC2)c1OC |
| -26% | 5% | -4 | -14% | -1% | i | 1% | 43%[activator][59 µM] | 10% | Cc1cc(C)nc(N2N=C(CSc3ccc(Cl)cc3)CC2=O)n1 |
| -2% | 32% | 12 | 8% | 5% | -5% | 0% | -11%[59 µM] | -15% | Cc1ccc(-c2nnc(SCC(=O)Nc3ccc4c(c3)OCCO4)n2N)cc1 |
| -24% | -9% | -2 | -7% | 2% | -3% | -1% | -4% | 4% | Cc1ccc(S(=O)(=O)N2CCN(C(=O)CCc3nc4ccccc4c(=O)[nH]3)CC2)c(C)c1 |
| 4% | 32%[activator] | -1 | 13% | -4% | -7% | 33%[activator] | -6%[2.33 µM] | -5% | O=C(O)c1ccccc1C(c1ccc(O)cc1)c1ccc(O)cc1 |
| -5% | 15% | 3 | -6% | -9% | 9% | 5% | -1%[59 µM] | 8% | CCc1ccc(C2CC(=O)c3c([nH]c(C(=O)OCc4ccc(C)cc4)c3C)C2)cc1 (stereo unspecified) |
| 4% | 25% | -2 | 2% | 10% | -10% | -11% | -50% | -1% | O=C(OCc1nc2ccsc2c(=O)[nH]1)c1ccc(Cl)nc1 |

Gathered by group, those above with an NH in an aromatic ring.
| JMJD2A Tudor | HP1b chromo inh | PI4K2A inh | BAZ2B inh | ERG-DNA inh | PGK inhibitor | GLS inhibitor | G9a block | Pin1 inh | SMILES |
| --- | --- | --- | --- | --- | --- | --- | --- | --- | --- |
| -24% | -9% | -2 | -7% | 2% | -3% | -1% | -4% | 4% | Cc1ccc(S(=O)(=O)N2CCN(C(=O)CCc3nc4ccccc4c(=O)[nH]3)CC2)c(C)c1 |
| -5% | 15% | 3 | -6% | -9% | 9% | 5% | -1%[59 µM] | 8% | CCc1ccc(C2CC(=O)c3c([nH]c(C(=O)OCc4ccc(C)cc4)c3C)C2)cc1 (stereo unspecified) |
| 4% | 25% | -2 | 2% | 10% | -10% | -11% | -50% | -1% | O=C(OCc1nc2ccsc2c(=O)[nH]1)c1ccc(Cl)nc1 |

2 compounds picked at random from the list so far, as already listed:
| JMJD2A Tudor | HP1b chromo inh | PI4K2A inh | BAZ2B inh | ERG-DNA inh | PGK inhibitor | GLS inhibitor | G9a block | Pin1 inh | SMILES |
| --- | --- | --- | --- | --- | --- | --- | --- | --- | --- |
| u | u | -1 | -10% | -7% | 0% | 37%[activator] | -16%[59 µM] | -6% | COc1ccc(NC(=S)Nc2ccccc2OC)c(OC)c1 |
| 4% | 32%[activator] | -1 | 13% | -4% | -7% | 33%[activator] | -6%[2.33 µM] | -5% | O=C(O)c1ccccc1C(c1ccc(O)cc1)c1ccc(O)cc1 |
